# 14-3-3 PPI – modulators of 14-3-3 gamma protein binding, primary screen, biochemical, fluorescence polarization; inhibition, % at 40 µM; AID 422, 2006; FP, 14-3-3gamma / TMR-pS259-Raf peptide binding; actives 0.19% (n = 160,000); in the data active means inhibition above about 30%;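 further: 0% = protein plus tracer without compound and 100% = blank with tracer alone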
# Target sequence (P61981 whole entry, looked up): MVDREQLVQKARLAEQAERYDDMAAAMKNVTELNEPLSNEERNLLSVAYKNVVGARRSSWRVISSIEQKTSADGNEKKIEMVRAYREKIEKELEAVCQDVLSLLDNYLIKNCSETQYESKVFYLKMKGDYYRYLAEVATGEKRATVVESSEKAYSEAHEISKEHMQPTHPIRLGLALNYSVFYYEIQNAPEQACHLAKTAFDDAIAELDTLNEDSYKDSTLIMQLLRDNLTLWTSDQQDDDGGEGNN
# The depositor's hits bear a star; & = joins results of further samples. A portion of the library; the hit share may differ from the screen's.
14-3-3 PPI	SMILES
-6	CCCc1[nH]nc2c1C(c1ccc(OC(=O)N3CCOCC3)c(OC)c1)C(C#N)=C(N)O2 (stereo not drawn)
-2	CCn1c(SCc2nc3ccccc3nc2C)nnc1-c1cccs1
-3	C=CCn1cc(C(=O)O)c(=O)c2cc(S(=O)(=O)N3CCCCCC3)ccc21
-4	N#Cc1ccc(N2C(=O)C3C4C=CC(C4)C3C2=O)cc1 (stereo not drawn)
1	O=C(Nc1ccc(Cl)cc1)c1ccc2c(c1)OCO2
-9&-37	O=C(NCCCN1CCC(Cc2ccccc2)CC1)C1CC(=O)N(C2CCCC2)C1 (stereo not drawn)
5	COc1ccc2nc(NC(=O)C3CCN(S(=O)(=O)c4c(C)n[nH]c4C)CC3)sc2c1
3	CCOC(=O)c1c(C)n(C)c2ccc(OCC(O)Cn3nc(C)cc3C)cc12 (stereo not drawn)
-7&-4	Cc1ccc(NC(=O)NC(=O)N(c2ccccc2)S(C)(=O)=O)cc1
-9	O=C(COC(=O)C12CC3CC(CC(O)(C3)C1)C2)N1CCN(S(=O)(=O)c2ccc(Cl)cc2)CC1
0	CCOC(=O)c1c(NC(=O)c2cccs2)sc(C(=O)Nc2ccccc2)c1C
-12	CCCOc1ccc(C2C(C(=O)OC)=C(C)NC3=C2C(=O)CC(C)(C)C3)cc1OC (stereo not drawn)
-9	N#Cc1cc2c(=O)n3ccccc3nc2n(CCCN2CCOCC2)c1=O
-3	COC(=O)C1CCN(C(=O)CN2C(=O)NC(CCc3ccccc3)C2=O)CC1 (stereo not drawn)
-5	COc1cc(CN2CCN(C3CC4CCC3C4)CC2)cc(OC)c1OC (stereo not drawn)
-13	CCOc1cc(C(=O)Nc2cnccn2)cc(OCC)c1OCC
-3	Cc1c(C(=O)N2CCC(=O)CC2)sc2ncn(CC(=O)N3CCOCC3)c(=O)c12
-7	Cc1ccc(C(=O)Nc2ccc(O)c(-c3nc4cc(C)ccc4o3)c2)cc1
-5	COc1ccc(NC(=O)c2oc3ccccc3c2NC(=O)c2ccco2)cc1
14	Cc1ccc2cc3cc(C(=O)NCCN(C)Cc4ccccc4)oc3nc2c1

# As entered above:
# 14-3-3 PPI result of CCOC(=O)c1c(NC(=O)c2cccs2)sc(C(=O)Nc2ccccc2)c1C : 0
# 14-3-3 PPI result of COC(=O)C1CCN(C(=O)CN2C(=O)NC(CCc3ccccc3)C2=O)CC1 (stereo not drawn) : -3

# Back to the main list; the seven compounds before the break are reprinted first.
14-3-3 PPI	SMILES
-3	COC(=O)C1CCN(C(=O)CN2C(=O)NC(CCc3ccccc3)C2=O)CC1 (stereo not drawn)
-5	COc1cc(CN2CCN(C3CC4CCC3C4)CC2)cc(OC)c1OC (stereo not drawn)
-13	CCOc1cc(C(=O)Nc2cnccn2)cc(OCC)c1OCC
-3	Cc1c(C(=O)N2CCC(=O)CC2)sc2ncn(CC(=O)N3CCOCC3)c(=O)c12
-7	Cc1ccc(C(=O)Nc2ccc(O)c(-c3nc4cc(C)ccc4o3)c2)cc1
-5	COc1ccc(NC(=O)c2oc3ccccc3c2NC(=O)c2ccco2)cc1
14	Cc1ccc2cc3cc(C(=O)NCCN(C)Cc4ccccc4)oc3nc2c1
13&-8	O=c1oc2ccccc2cc1C1=Nn2c(nnc2-c2cccnc2)SC1
-1	COc1ccc(Cl)cc1C(=O)Nc1nnc(C)s1
0	CCCC(=O)Nc1ccc(N2CCCCC2)cc1
2	O=C1NC(=O)C2(COC3(CCCC3)OC2)S1
-6	CCCSc1nc2c(c(=O)[nH]c(=O)n2C)n1CCC(C)C
-8	COc1ccc(CN(C(=O)c2ccccc2OC)C2CCS(=O)(=O)C2)cc1 (stereo not drawn)
-23	CCn1c(SCC(=O)c2ccc(Cl)s2)nnc1-c1cccs1
-6	O=C(NC1CC2CCCC(C1)N2S(=O)(=O)c1ccccc1)c1ccccc1 (stereo not drawn)
57*	COc1cccc2c1C(=O)c1c(O)c3c(c(O)c1C2=O)C[C@@](O)(C(=O)CO)C[C@@H]3O[C@H]1C[C@H](N)[C@H](O)[C@H](C)O1
-2	Cc1onc(-c2ccccc2)c1C(=O)Nc1ccc2c(c1)OCCO2
4	N#Cc1c2c(c(-c3ccccc3)[nH]c1=O)CCCC2
-19	COc1ccc2oc(=Nc3ccccc3OC)c(C(=O)NC(C)=O)cc2c1
2	CCCC(C)n1[nH]c(=O)cc1N (stereo not drawn)
-8	Cc1ccc(C(=O)O)cc1N1C(=O)CCCC1=O
11	COc1cccc(-n2nc(C(=O)N(C)Cc3ccccc3)c3ccccc3c2=O)c1
-5	CN(C#N)c1nc(N2CCOCC2)nc(N2CCOCC2)n1
5	CCOC(=O)c1sc(NC(=O)CCSC)nc1C
-16	Cc1ccc(-c2cn(-c3ccc(Cl)cc3)c(=O)[nH]2)cc1
-6&-9	Cc1cc(NC(=O)CSc2nccn2-c2ccc(Cl)cc2)no1
-5	CN(C)CCCNCCCNC(=O)c1ccccn1
3	O=C1c2cccc3cccc(c23)C(=O)N1c1nccs1
-2	Cc1ccc(N/C=C/C(=O)c2ccc(C)cc2)cc1
-6	c1cn2cc(CN3CCOCC3)nc2s1
-3	COc1ccc(CCNc2oc(Cc3ccccc3)nc2C#N)cc1OC
5	CCCSc1nnc2[nH]c(=O)cc(N)n12
-7	CCCCNC(=O)C1CC(=O)N(C2CCCCCCC2)C1 (stereo not drawn)
-2	O=S(=O)(c1ccc(F)cc1)N1CCN(Cc2cccc(F)c2)CC1
4	O=c1c2cn[nH]c2nc(SCc2ccccc2F)n1-c1ccc(Br)cc1
6	CCCCNC(=O)c1cc(Nc2ccc(C(C)C)cc2)nc2ccccc12
-17	C/C(=C\C(=O)c1ccc(C)o1)Nc1ccc2c(c1)OCO2
-28	CC1(C)CC(=O)C2=C(C1)Nc1ccccc1NC2c1ccc(O)cc1O (stereo not drawn)
-6	C=CCN1C(=O)CSc2ccc(C(=O)NCCC3=CCCCC3)cc21
-11	CCCc1cc(=S)sc(N)n1
-24	O=C(O)c1ccc(N=c2oc3cc(O)ccc3cc2C(=O)Nc2ccc(Cl)cc2)cc1
-1	O=C(CCCCCn1c(=O)[nH]c2ccccc2c1=O)NCCCN1CCN(c2ccccc2F)CC1
-8	CCOc1ccc(N2C(=O)c3cccnc3C2Nc2ccc(OC)cc2)cc1 (stereo not drawn)
-7	COc1cc(Nc2c3c(nc4ccc(Cl)cc24)CCCC3)cc(OC)c1OC
3	Cc1ccc(NC(=O)C2CCC(CNS(=O)(=O)c3ccc(Br)s3)CC2)cc1Cl (stereo not drawn)
-2	CCC(C)N1CCN(CC2CC=CCC2)CC1 (stereo not drawn)
3	CCCOC(=O)c1ccc2c(c1)C(=O)N(c1ccccc1C)C2=O

# 6 of the compounds above, comma-delimited.
Compound,14-3-3 PPI
O=C(O)c1ccc(N=c2oc3cc(O)ccc3cc2C(=O)Nc2ccc(Cl)cc2)cc1,-24
O=C(CCCCCn1c(=O)[nH]c2ccccc2c1=O)NCCCN1CCN(c2ccccc2F)CC1,-1
CCOc1ccc(N2C(=O)c3cccnc3C2Nc2ccc(OC)cc2)cc1 (stereo not drawn),-8
COc1cc(Nc2c3c(nc4ccc(Cl)cc24)CCCC3)cc(OC)c1OC,-7
Cc1ccc(NC(=O)C2CCC(CNS(=O)(=O)c3ccc(Br)s3)CC2)cc1Cl (stereo not drawn),3
CCC(C)N1CCN(CC2CC=CCC2)CC1 (stereo not drawn),-2

# Next section:
14-3-3 PPI	SMILES
-12	O=C(NC1CC1)c1cnn2c(C(F)(F)F)cc(-c3ccccc3)nc12
-3	NS(=O)(=O)c1ccc(Nc2nnc(-c3ccc(O)cc3)c3ccccc23)cc1
-4	O=C(CSc1nnc(-c2ccccn2)n1Cc1ccco1)c1ccc(-c2ccccc2)cc1
4	O=C(CCCOc1ccccc1)N1CCN(c2ccccn2)CC1
5	O=C(c1sc2cc(F)ccc2c1Cl)N1CCc2ccccc2C1
0	CCCCCNC(=O)c1ccc2c(=O)n(CCc3ccccc3)c(=O)[nH]c2c1
2	CCCCc1nc2sc(C(=O)OCC)c(N)c2c2c1COC(C)(C)C2
2	Cc1cccc(-c2nc3c4c5c(sc4ncn3n2)C(C)(C)NC(C)(C)C5)c1
-3	CCCOC(=O)c1ccc(Nc2c(C(=O)OCC)cnc3c(C)c(Cl)ccc23)cc1
0	Cc1cc(N2CCCC2=O)cc(C)c1CN1C(=O)c2ccccc2C1=O
-16	CCOC(=O)c1c(NC(=O)CSc2nc3c(cnn3-c3ccc(F)cc3)c(=O)[nH]2)sc2c1CCC2
-6	O=C(NCc1ccco1)c1cc(S(=O)(=O)N2CCOCC2)ccc1Cl
-10	N#CCSc1nc2ccccc2c(=O)n1-c1ccccc1
6	CCN(CC)CCn1c(=N)n(CCO)c2ccccc21
-16	CCSc1nnc(NC(=O)CSc2ncnc3c2oc2ccccc23)s1
-7	CC(C)OC(=O)c1c(-c2ccc(Br)cc2)csc1NC(=O)C1C2CCC(C2)C1C(=O)O (stereo not drawn)
1	Cc1ccc(-c2nc3ccccc3c(=O)n2Cc2cccc([N+](=O)[O-])c2)cc1
-3	COc1c(F)c(F)c(C(=O)Nc2cccc(Cl)c2N2CCOCC2)c(F)c1F
-6	CN1CCN(C(=O)c2cnn(-c3ccccc3)c2NC(=O)c2cccs2)CC1
-67	CCCC(=O)N(c1ccc2oc(C)c(C(=O)OC)c2c1)S(=O)(=O)c1cc(C)c(C)cc1C
4	CS(=O)(=O)Nc1ccc(C(=O)NCc2ccco2)cc1
-27	COc1ccc(-c2cc(C(F)(F)F)nc(NCc3cccnc3)n2)cc1OC
0	COc1cc(C2C(C(=O)OCCOc3ccccc3)=C(C)NC3=C2C(=O)CCC3)cc(OC)c1OC (stereo not drawn)
-5	Cc1cc(C)cc(NC(=O)C2CCN(S(=O)(=O)c3ccc(F)cc3)CC2)c1
-4	Fc1ccc(Cn2cnc3ccccc32)cc1
-4	CC(C)(C)c1ccc(C2SCC(=O)N2c2cccc(C(F)(F)F)c2)cc1 (stereo not drawn)
-10	Cc1nc(CC(=O)Nc2nc(-c3ccccc3)cs2)cs1
-5	O=C(CCSCCc1ccccn1)Nc1nccs1
3	Cc1ccc(CNC(=O)C2C3C=CC(C3)C2C(=O)O)cc1 (stereo not drawn)
-4	COc1cccc(C(=O)NCc2cn3ccsc3n2)c1
2	O=C(O)c1[nH]c2ccccc2c1CC(=O)N1CCN(c2ccccn2)CC1
-5	CCOc1ccc(N2C(=O)CC(NCCCc3ccccc3)C2=O)cc1 (stereo not drawn)
-7	CCOc1ccc(C(=O)NCCc2cc3c(OC)ccc(OC)c3[nH]c2=O)cc1
-3	C=CCN(c1ccccc1)C(C(=O)Nc1ccc2c(c1)OCCO2)c1ccccc1 (stereo not drawn)
-10	NC1=C(Nc2ccc(Cl)cc2)C(=O)c2ccccc2C1=O
1	COc1ccc(-c2c3c(=O)n(C)c(=O)n(C)c3cn2-c2cccc(OC)c2)cc1
0	c1ccc(OCCCc2nc(-c3ccccn3)no2)cc1
-20	CCc1ccc(O)c(N=Cc2cccc(C)c2O)c1
-7	O=C(c1ccc2c(=O)n(Cc3ccc4c(c3)OCO4)c(=O)[nH]c2c1)N1CCN(c2ccccc2)CC1
-96	Cc1cc(C)c2oc(-c3cc(NC(=O)Cc4ccccc4)ccc3Cl)nc2c1
0	Cc1ccc(N2C(=O)CSC2c2cccc([N+](=O)[O-])c2)cc1C (stereo not drawn)
-3	CC(C)Oc1ccc2c(=O)c(-c3ccccc3)coc2c1
-3	Ic1ccc(C2=CC(c3ccccc3)n3ncnc3N2)cc1 (stereo not drawn)
-1	CCC1(C)Cc2c(C#N)c(N)n(-c3ccccc3)c(=O)c2CO1 (stereo not drawn)
-10	CC1=C(C(=O)OCCc2ccccc2)C(c2cccc(C(F)(F)F)c2)NC(=O)N1C (stereo not drawn)
5	O=C(C1CCCN(Cc2ccccc2Cl)C1)N1CCCCC1 (stereo not drawn)
2	COC(=O)c1cccc(Nc2cc(C)nc(-c3ccccc3O)n2)c1
-16	CC1(C)CC2CC(C)(CN2C(=O)c2cc(-c3ccc(Cl)cc3)on2)C1 (stereo not drawn)
-4	COCCN1C(=O)C(=O)/C(=C(/O)c2ccc3c(c2)OCCO3)C1c1ccc(C(=O)OC)cc1 (stereo not drawn)
-38	O=C(Nc1ccc2nn(-c3cccc4ccccc34)nc2c1)c1ccc(Cl)c([N+](=O)[O-])c1

# (more compounds)
14-3-3 PPI	SMILES
-7	CN(C)CCNC(=O)c1c[nH]c2ccccc12
-11	COc1ccc(C(=O)CSc2nnc(-c3ccccn3)n2Cc2ccco2)cc1
0	COc1cccc(CNC(=O)c2ccc(NS(=O)(=O)c3c(C)noc3C)cc2)c1
-16	COC(=O)c1c(NC(=O)c2c(-c3ccccc3Cl)noc2C)sc2c1C(C(=O)OC)CC2 (stereo not drawn)
-27	CC(C)c1ccc(NS(=O)(=O)c2ccc3[nH]cc(C(=O)NCc4cccnc4)c(=O)c3c2)cc1
-2	Cc1ccc(-c2cc(-c3ccc(F)cc3)nc(N)c2C#N)o1
6	N#CCNC(=O)c1cc(-c2ccccc2)nc2ccccc12
-4	O=C(CSc1ncnc2nc[nH]c12)N1CCN(c2ccc(Cl)cc2)CC1
1	Cc1cc(C)nc(SCC(=O)c2ccc(C(C)C)cc2)n1
-1	CCOC(=O)C1=C(C)Nc2ncnn2C1c1ccc(F)cc1 (stereo not drawn)
0	CN1CCN(C(=O)c2nn3c(C(F)(F)F)cc(-c4ccc(Br)cc4)nc3c2Br)CC1
-3	CC(=O)N1CCc2cc(C(=O)CN3CCC(C)CC3)ccc21
-2&-1	Cc1ccc(CCNC(=O)C2CCN(C(=O)N(C)C)CC2)cc1
4	COc1ccc(C2CC(=O)C3=C(C2)Nc2ccccc2NC3c2ccccc2Br)cc1 (stereo not drawn)
-4&-8	CC1=C(C(=O)OC(C)C)C(c2ccc(F)cc2)NC(=O)N1 (stereo not drawn)
2	COc1ccc(CN=CC2=C(O)CNC2=O)cc1OC
-1	O=C(CSCc1ccc(F)cc1)NCc1ccc(F)cc1
-6	Cc1csc2c(=O)n(Cc3ccccc3)cnc12
-96	COc1ccc(C2CC(C3C(=O)c4ccccc4C3=O)=NN2)cc1 (stereo not drawn)
-9	COc1ccc2nc(N3CCCC(C(=O)NC(C)c4ccccc4)C3)sc2c1 (stereo not drawn)
-5	CCOC(=O)C1C(c2ccccc2Cl)NC(=O)N(C)C1(O)C(F)(F)F (stereo not drawn)
